# Screening results: PubChem BioAssay, several laboratories
# MOR-DOR inv ag – inverse agonists of MOR-DOR heterodimerization, primary screen, cell-based, luminescence; Mu-type opioid receptor (Homo sapiens) + Delta-type opioid receptor (Homo sapiens), …; cell-based MOR-DOR heterodimer luminescence, inverse agonism; inhibition, % at 9.3 µM; actives 0.21% (n = 340,000); AID 504357, 2011; in the data active = inhibition above about 22%, passing the limit was not always enough;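 note: 0% = cells with DMSO and 100% = wells without cells with DMSO; values of inactives mirror those of a sister screen read the other way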
# DSG3 Ab inh – inhibitors of pemphigus antibody binding to DSG3, primary screen, biochemical, bead-based, flow cytometry, scFv-GFP; binding (percent of control), % at 10 µM; DSG3-coupled beads, scFv-anti-DSG3-GFP binding; active compounds read low; actives 0.48% (n = 310,000); Desmoglein-3 (Homo sapiens), P32926; AID 588358, 2011;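 active = binding more than 3 SD below its plate's average and above zero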;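 note: hits lower antibody fragment binding to DSG3; some compounds called inactive have numbers as strong as hits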
# PKA-R2B activ – activators of PKA-R2B holoenzyme, primary screen, biochemical, fluorescence polarization, Cy5-IP20, human; cAMP-dependent protein kinase catalytic subunit beta (Homo sapiens) + cAMP-dependent …; PKA-R2B holoenzyme dissociation; R2B truncated from residue 108, S112A mutant; 0% DMSO only, 100% 113 µM cGMP; activation, % at 11.4 µM; actives 0.079% (n = 340,000);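 active = activation above a cutoff set at the mean over all compounds plus 3 SD, cut at about 18% in these data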;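 note: higher means more holoenzyme dissociation and a rise in polarization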
# Target sequence (P31323 whole entry, looked up, other chains not shown, the tested form may be a part): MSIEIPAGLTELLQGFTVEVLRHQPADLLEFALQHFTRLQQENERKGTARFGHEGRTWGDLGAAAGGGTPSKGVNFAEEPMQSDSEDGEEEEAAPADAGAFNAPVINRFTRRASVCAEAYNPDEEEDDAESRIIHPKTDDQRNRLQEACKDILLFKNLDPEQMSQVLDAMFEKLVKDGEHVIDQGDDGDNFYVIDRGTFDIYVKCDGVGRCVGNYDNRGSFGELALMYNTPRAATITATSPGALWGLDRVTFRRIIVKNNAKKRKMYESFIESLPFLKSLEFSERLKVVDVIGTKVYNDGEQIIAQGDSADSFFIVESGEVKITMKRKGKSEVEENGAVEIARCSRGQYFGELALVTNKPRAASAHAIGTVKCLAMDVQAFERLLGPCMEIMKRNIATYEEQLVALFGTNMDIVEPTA
# DAGLB inh – DAGLB lipase inhibitors, primary screen, biochemical, fluorescence, HTS; HEK293T DAGLB membrane lysate, EnzChek fluorogenic substrate; inhibition, % at 5.17 µM; actives 0.059% (n = 340,000); AID 504411, 2011; in the data active = inhibition above about 34%;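 note: 0% = enzyme with vehicle and 100% = wells lacking enzyme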
# Target sequence (Q8NCG7 whole entry, looked up): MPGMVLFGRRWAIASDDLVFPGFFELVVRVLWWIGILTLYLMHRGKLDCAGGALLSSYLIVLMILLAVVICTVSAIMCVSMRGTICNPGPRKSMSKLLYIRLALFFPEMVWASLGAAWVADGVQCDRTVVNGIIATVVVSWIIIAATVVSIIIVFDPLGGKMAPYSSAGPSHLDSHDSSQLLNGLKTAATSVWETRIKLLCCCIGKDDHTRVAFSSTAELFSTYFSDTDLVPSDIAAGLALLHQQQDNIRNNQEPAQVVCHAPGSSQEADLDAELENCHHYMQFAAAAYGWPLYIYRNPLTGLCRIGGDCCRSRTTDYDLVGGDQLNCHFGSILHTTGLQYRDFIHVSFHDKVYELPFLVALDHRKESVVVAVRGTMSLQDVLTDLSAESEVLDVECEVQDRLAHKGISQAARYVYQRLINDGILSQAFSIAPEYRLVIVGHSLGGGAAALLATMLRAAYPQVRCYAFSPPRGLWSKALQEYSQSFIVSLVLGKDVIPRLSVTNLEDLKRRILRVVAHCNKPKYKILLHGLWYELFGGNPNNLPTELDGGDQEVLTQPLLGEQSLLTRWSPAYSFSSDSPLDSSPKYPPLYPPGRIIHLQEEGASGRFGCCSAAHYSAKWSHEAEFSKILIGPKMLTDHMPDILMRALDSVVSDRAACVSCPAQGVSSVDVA
# Arr AP2 block – inhibitors of beta-arrestin/AP2 binding, primary screen, biochemical, GPCR trafficking, flow cytometry; beta-arrestin 1 C-terminal peptide binding to AP2 beta2-adaptin appendage (human); FITC-arrestin peptide / GST-AP2 beads; AP2 beta2 appendage carries R879A mutation; inhibition, % at 10 µM; actives 0.31% (n = 340,000);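 active = inhibition above a set limit, near 3 SD of compounds lacking own fluorescence, cut at about 54% in these data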;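 note: plate controls were DMSO wells for no effect and 5 µM unlabelled arrestin peptide for full effect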
#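 System: GST-AP2 R879A glutathione beads | Also added: FITC-arrestin peptide, 50 nM | Times: 12 min plus 1 h, RT | Signal: Bead flow cytometry, FITC channel | Buffer or medium: PBS with 0.05% Tween 20 and 0.1% BSA | Read-out basis: Percent drop in bead-associated FITC signal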
# HTR5A ag ctr – HTR5A agonists in luminescence cell assay, primary screen, counter-screen for OPRM1-OPRD1 heterodimer agonist project, full-deck HTS. 5-hydroxytryptamine receptor 5A (Homo sapiens), P47898. cell-based. activation, % at 9.3 µM. actives 0.61% (n = 340,000); in the data active = activation mostly above about 9.5%, no sharp cut-off; inactive = mostly below about 7.6%;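 note: 0% = cells with vehicle only and 100% = reference agonist; strong numbers were not always called active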
# OPRM1-OPRD1 ag – agonists of OPRM1-OPRD1 heterodimerization, primary screen, cell-based, luminescence. activation, % at 9.3 µM. AID 504326, 2011. cells. actives 0.3% (n = 340,000). Mu-type opioid receptor (Homo sapiens) + Delta-type opioid receptor (Homo sapiens), …; in the data active = activation above about 18%;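 note: 0% = vehicle-treated cells and 100% = reference agonist; values of inactives mirror those of a sister screen read the other way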
# PKA-R1A activ – activators of PKA-R1A holoenzyme, primary screen, biochemical, fluorescence polarization, Cy5-IP20, bovine R1A, mouse PKAc | PKA-R1A dissociation; scaled: DMSO 0%, 113 µM cGMP 100% | actives 0.083% (n = 340,000) | activation, % at 11.4 µM | cAMP-dependent protein kinase type I-alpha regulatory subunit (Bos taurus) + …;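 active = percent activation above the mean of all tested compounds plus 3 SD, cut at about 19% in these data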;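 note: higher means more PKAc released from R1A so a rise in polarization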
# V-ATPase pHluor – regulators of yeast V-ATPase proton pumping, primary screen, pHLuorin cytosolic pH fluorescence; AID 504577, 2011; actives 0.37% (n = 350,000); response, % at 10 µM; S. cerevisiae; in the data active = response mostly above about 7.3%, no sharp cut-off; inactive = mostly below about 5.4%; note: actives read high; inactives centre near 0; some compounds called inactive have numbers as strong as hits; reference of the scale not given here
# HTR5A inv ag – HTR5A inverse agonists in luminescence cell assay, primary screen, counter-screen for OPRM1-OPRD1 heterodimer inverse agonist project, full-deck HTS; inhibition, % at 9.3 µM; HTR5A cell line, inverse agonism; actives 0.083% (n = 340,000); in the data active = inhibition mostly above about 23%, no sharp cut-off; inactive = mostly below about 18%;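 note: 0% = cells with DMSO and 100% = no-cell wells with DMSO; some compounds called inactive have numbers as strong as hits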
# The depositor's hits bear a star; · = no result given.
no.	SMILES	DSG3 Ab inh	V-ATPase pHluor	Arr AP2 block	PKA-R2B activ	HTR5A ag ctr
1	Nc1ccn([C@@H]2O[C@H](CNS(=O)(=O)c3cc4ccccc4s3)[C@@H](O)[C@H]2O)c(=O)n1	·	1	·	-8	·
2	O=C(CCN1CCCCO1)N1CCCC(Nc2ccc(F)c(F)c2)C1 (stereo not drawn)	103	1	-5	3	-2
3	Cc1ccccc1OCC(=O)NNC(=O)c1ccc2c(=O)n3c(nc2c1)CCC3	102	-4	24	0	6
4	C[C@H]1C[C@H]2[C@@H]3CCC4=CC(=O)C=C[C@]4(C)[C@@]3(F)[C@@H](O)C[C@]2(C)[C@@]1(O)C(=O)CO	95	0	13	-1	1
5	O=C(CCc1ccccc1)NC(c1cccs1)c1cc(Cl)c2cccnc2c1O (stereo not drawn)	101	-3	-6	-1	13*
6	CCN(Cc1ccccc1)C(=O)C1CCN(C(=O)Nc2ccccc2)CC1	109	-4	6	-12	-1
7	COc1cc(NC(=O)NCc2ccncc2)cc(OC)c1OC	98	1	29	3	6
8	O=C(CSc1nnc2ccccn12)c1ccc(Cl)cc1	107	-1	-4	6	6
9	Cc1ccc(-c2nnc(SCC(=O)Nc3nc4c(s3)CCCC4)n2C)cc1	97	2	-3	-11	-1
10	COc1ccc(-c2cc(C(=O)NNC(=O)c3csc(N4CCOCC4)n3)c3ccccc3n2)cc1	101	-2	23	-9	-3
11	Cn1c(Cn2c(=O)sc3ccccc32)nnc1SCC(=O)NCCc1ccccc1	103	3	0	-8	0
12	COc1ccc(-c2csc(NC(C)c3nc4cc(Cl)c(N5CCCCC5)cc4n3CCOCCO)n2)cc1 (stereo not drawn)	99	-3	0	3	0
13	N=C1/C(=C/c2cccn2CCOc2ccccc2)C(=O)N=C2SC=C(c3ccccc3)N12	128	-2	-5	3	-4
14	CC(C)Nc1nc(Oc2cccc(Cl)c2Cl)cc(C(F)(F)F)n1	99	2	-9	1	0
15	CCOc1ccccc1NC(=S)Nc1ccccc1F	105	-1	1	4	3

no.	HTR5A inv ag	MOR-DOR inv ag	DAGLB inh	PKA-R1A activ	OPRM1-OPRD1 ag
1	·	·	-1	-4	·
2	-17	13	1	10	-2.4
3	-19	8	-1	1	-1.2
4	-9	-3	1	0	0.5
5	-37	-17	4	4	3.4
6	-13	2	-1	10	-0.4
7	7	10	-1	-10	-1.8
8	-7	5	2	-7	-1.0
9	11	11	-1	-7	-2.1
10	9	15	3	-6	-2.9
11	1	13	1	4	-2.4
12	-13	-17	5	4	3.6
13	37	13	-5	-11	-2.5
14	-1	-9	-15	-7	2.1
15	-14	15	-3	-7	-2.7

# Other entries follow.
no.	SMILES	DSG3 Ab inh	V-ATPase pHluor	Arr AP2 block	PKA-R2B activ	HTR5A ag ctr
16	O=S(=O)(NCCCc1ccccc1)c1ccc(F)c(F)c1	·	-3	17	-8	3
17	C=CCn1c(N)c(C(=O)Nc2ccccc2)c2nc3ccccc3nc21	104	-1	2	-14	-1
18	COc1ccc(C(CNC(=O)c2ccc(C)c(S(=O)(=O)N3CCCCC3)c2)N2CCCC2)cc1 (stereo not drawn)	107	1	-5	-6	0
19	CCOc1c(CNc2nnnn2C)cccc1OC	114	3	10	3	0
20	CCOC(=O)c1cc(C)n(-c2c(C)n(C)n(-c3ccccc3)c2=O)c1C	90	1	6	-4	5
21	Nn1cnnc1N/N=C/c1ccc(Cl)cc1Cl	96	2	16	1	0
22	CC(C)(CO)NC(=O)Nc1ccc(Cl)c(Cl)c1	103	-1	14	-3	-12
23	O=C(c1sc2cc(F)ccc2c1Cl)N1CCN(c2ccccc2)CC1	98	3	-2	-9	6
24	CCOc1ccc(C(C(=O)NC2CCCCC2)N(C(=O)c2ccccn2)c2cccnc2)cc1 (stereo not drawn)	97	2	3	6	0
25	COc1ccc(CNC(=O)CSc2ccsc2[N+](=O)[O-])cc1	93	-3	4	6	4
26	COc1cc(OC)cc(C(=O)NC(=S)N2CCCCC2c2cccnc2)c1 (stereo not drawn)	102	0	3	5	-3
27	CCCCCNS(=O)(=O)c1cc2c3c(c1)CCC(=O)N3CCC2	102	-1	-15	11	-4
28	Cn1c(Cl)c(/C=N/OC(=O)c2ccc(Cl)cc2)c2ccccc21	91	-5	-7	-4	6
29	CC(C)NC(=S)N/N=C/c1cccs1	104	-2	1	-13	0
30	O=C(CCl)Nc1cn(-c2ccccc2)nc1-c1ccccc1	97	0	-6	-3	-1

no.	HTR5A inv ag	MOR-DOR inv ag	DAGLB inh	PKA-R1A activ	OPRM1-OPRD1 ag
16	-7	-17	-4	-3	2.6
17	-7	-5	-4	1	0.8
18	-15	7	0	-11	-1.7
19	-1	10	2	-12	-2.1
20	-14	6	-1	-8	-1.1
21	0	-8	0	-1	1.8
22	-42	-8	-5	-6	1.7
23	-16	-16	-14	-19	2.6
24	1	19	-1	0	-3.6
25	-10	6	0	-4	-0.9
26	-23	4	1	-12	-0.8
27	-6	10	0	4	-2.0
28	-14	-2	-2	6	0.3
29	15	-1	-2	-7	0.1
30	3	3	0	0	-0.6

# Eight entries from above, with tabs.
entry	structure	DSG3 Ab inh	V-ATPase pHluor	Arr AP2 block	PKA-R2B activ	HTR5A ag ctr	HTR5A inv ag	MOR-DOR inv ag	DAGLB inh	PKA-R1A activ	OPRM1-OPRD1 ag
16	O=S(=O)(NCCCc1ccccc1)c1ccc(F)c(F)c1	·	-3	17	-8	3	-7	-17	-4	-3	2.6
17	C=CCn1c(N)c(C(=O)Nc2ccccc2)c2nc3ccccc3nc21	104	-1	2	-14	-1	-7	-5	-4	1	0.8
18	COc1ccc(C(CNC(=O)c2ccc(C)c(S(=O)(=O)N3CCCCC3)c2)N2CCCC2)cc1 (stereo not drawn)	107	1	-5	-6	0	-15	7	0	-11	-1.7
19	CCOc1c(CNc2nnnn2C)cccc1OC	114	3	10	3	0	-1	10	2	-12	-2.1
20	CCOC(=O)c1cc(C)n(-c2c(C)n(C)n(-c3ccccc3)c2=O)c1C	90	1	6	-4	5	-14	6	-1	-8	-1.1
21	Nn1cnnc1N/N=C/c1ccc(Cl)cc1Cl	96	2	16	1	0	0	-8	0	-1	1.8
22	CC(C)(CO)NC(=O)Nc1ccc(Cl)c(Cl)c1	103	-1	14	-3	-12	-42	-8	-5	-6	1.7
23	O=C(c1sc2cc(F)ccc2c1Cl)N1CCN(c2ccccc2)CC1	98	3	-2	-9	6	-16	-16	-14	-19	2.6

# (cont.)
no.	SMILES	DSG3 Ab inh	V-ATPase pHluor	Arr AP2 block	PKA-R2B activ	HTR5A ag ctr
31	COc1ccc(S(=O)(=O)NCC2CCCN(Cc3ccccc3C)C2)cc1 (stereo not drawn)	99	3	15	-9	1
32	Clc1ccc(CN2CCC(c3ccccc3)CC2)cc1	102	3	23	-8	-2
33	COc1ccc(Nc2oc(-c3ccco3)nc2S(=O)(=O)c2ccc(F)cc2)cc1	95	8	0	-3	-1
34	O=C(COc1cccc2c1CCN(Cc1ccc(Cl)cc1)C2=O)N1CCOCC1	110	4	6	-2	-1
35	O=C(CN1CCN(C(=O)C2CCCO2)CC1)Nc1cc(C(F)(F)F)ccc1Cl (stereo not drawn)	115	-2	-8	-2	-1
36	Cc1ccccc1C(=O)NC1CCN(CC(=O)Nc2ccc3c(c2)OCCO3)CC1	94	-2	8	-1	-2
37	COc1ccc(N(CC(=O)NC2CCCCC2)C(=O)CNC(=O)c2ccco2)cc1OC	73	-1	20	4	0
38	CS(=O)(=O)c1cccc(C(=O)Nc2ccccc2Cc2ccccc2)c1	98	0	11	-4	-2
39	CC(=O)N1c2c(cc(Br)cc2S(=O)(=O)NCc2ccccc2)CC1C (stereo not drawn)	·	4	-6	-2	1
40	COC(=O)c1cc2ccsc2n1CC(=O)N(C)C1CCCCC1	102	-5	-2	5	-2
41	CCCOc1ccc(N2CC(C(=O)Nc3ccccc3C(=O)NCc3ccco3)CC2=O)cc1 (stereo not drawn)	106	1	1	14	7
42	C[C@H](O)CC1=C[C@H](O)[C@@H](C)OC1=O	104	1	16	-2	3
43	CCc1c(C)nc(SCC(=O)N2CCCCC2C)[nH]c1=O (stereo not drawn)	103	-3	-24	4	-3
44	O=C(CN(C1CCCCC1)S(=O)(=O)c1ccccc1)NCc1ccco1	97	0	-4	-3	8
45	C/C(=N\NC(=O)c1ccco1)c1cc2ccccc2o1	86	1	24	-2	3

no.	HTR5A inv ag	MOR-DOR inv ag	DAGLB inh	PKA-R1A activ	OPRM1-OPRD1 ag
31	-30	-6	-3	7	1.1
32	9	-13	-22	-6	2.5
33	1	-9	0	-7	1.7
34	3	4	0	-7	-0.9
35	-5	2	0	-9	-0.3
36	6	18	3	3	-3.5
37	-1	-2	-3	-6	0.4
38	-1	8	-1	1	-1.3
39	-4	7	0	-1	-0.9
40	0	5	-1	-1	-0.8
41	14	16	-1	-8	-3.0
42	14	2	-2	2	-0.3
43	8	1	-1	4	-0.2
44	-2	11	4	-11	-1.9
45	-3	17	-2	9	-3.1

# (cont.)
no.	SMILES	DSG3 Ab inh	V-ATPase pHluor	Arr AP2 block	PKA-R2B activ	HTR5A ag ctr
46	COc1ccc(OCC(=O)N2CCN(c3cccc(Cl)c3)CC2)cc1	104	3	-2	10	1
47	COCCNC(=S)N(CCc1c(C)[nH]c2ccc(OC)cc12)Cc1ccco1	108	3	2	-3	-1
48	Cc1ccc(C)c(C(=O)CSc2nnnn2-c2cccnc2)c1	·	-1	-4	14	0
49	CN(C)CCCN(C(=O)c1ccc(S(=O)(=O)N(C)C2CCCCC2)cc1)c1nc2ccc(Br)cc2s1	·	0	40	1	-1
50	COc1ccccc1/C=C1\SC(=S)N(CCC(=O)Nc2ccc(C(=O)O)c(O)c2)C1=O	90	2	11	-2	2
51	Cn1c(CN2CCCC2)c(C#N)c2ccccc21	108	-5	·	-6	2

no.	HTR5A inv ag	MOR-DOR inv ag	DAGLB inh	PKA-R1A activ	OPRM1-OPRD1 ag
46	-4	12	-2	5	-2.4
47	3	6	3	3	-1.3
48	-10	-2	-4	5	0.3
49	7	-59	-5	-2	11
50	-8	13	5	7	-2.3
51	14	8	1	-1	-1.1
